L3MBTL1 inh: inhibitors of human L3MBTL1; AlphaScreen L3MBTL1–H3K9me1 peptide binding; Potency, µM (titrated, usually from 57.1 µM), without a hit: top-dose activity, negative = inhibition, actives largely listed as inhibitors; actives 0.66% (n = 230,000); AID 485360; note: nearly all actives have a fitted effect of over 60% in size
Target sequence (Q9Y468 whole entry, looked up): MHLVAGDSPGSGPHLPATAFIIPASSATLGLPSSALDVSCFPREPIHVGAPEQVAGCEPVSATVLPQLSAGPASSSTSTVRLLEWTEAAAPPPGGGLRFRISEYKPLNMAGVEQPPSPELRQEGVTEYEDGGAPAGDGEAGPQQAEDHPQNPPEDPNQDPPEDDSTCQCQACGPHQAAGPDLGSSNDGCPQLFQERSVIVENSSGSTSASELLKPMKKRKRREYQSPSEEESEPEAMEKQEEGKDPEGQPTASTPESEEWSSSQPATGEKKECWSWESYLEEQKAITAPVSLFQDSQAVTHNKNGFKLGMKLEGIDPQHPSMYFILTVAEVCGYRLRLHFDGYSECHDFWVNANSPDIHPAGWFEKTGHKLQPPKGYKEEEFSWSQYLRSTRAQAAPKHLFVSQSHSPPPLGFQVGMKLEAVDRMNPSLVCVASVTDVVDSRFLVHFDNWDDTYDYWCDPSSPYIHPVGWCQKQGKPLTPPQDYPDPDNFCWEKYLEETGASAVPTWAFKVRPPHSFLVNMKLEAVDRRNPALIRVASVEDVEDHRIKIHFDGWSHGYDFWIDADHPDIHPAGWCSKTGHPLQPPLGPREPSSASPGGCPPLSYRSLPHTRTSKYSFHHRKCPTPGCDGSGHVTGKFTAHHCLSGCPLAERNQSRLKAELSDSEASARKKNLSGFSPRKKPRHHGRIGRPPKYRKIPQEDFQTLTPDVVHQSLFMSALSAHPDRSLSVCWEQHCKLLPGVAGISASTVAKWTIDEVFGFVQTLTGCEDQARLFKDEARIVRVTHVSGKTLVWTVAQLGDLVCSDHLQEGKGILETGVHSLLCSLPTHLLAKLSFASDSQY
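L3MBTL1 50 nM + b-AHA-H3(1-15)K9me1 75 nM, 30 min RT; compound added, 30 min RT; streptavidin donor/Ni-chelate acceptor beads 10 ug/mL each final, 30 min RT dark; AlphaScreen read.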
GAA glycogen mod: alters human alpha-glucosidase cleavage of glycogen | P10253 | recombinant GAA, glycogen substrate, Amplex Red glucose oxidase fluorescence | Potency, µM (top dose mostly 76.4 µM), without a hit: at the top dose activity change, negative = inhibition, most hits filed as inhibitors | actives 0.38% (n = 300,000);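 note: 0% = full enzyme reaction and -100% = no-enzyme basal signal; the screen sought inhibitors and activators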
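qHTS, 1536-well; enzyme 4 nM final; cpd up to 77 uM; substrate bovine liver glycogen 30 ug; 50 mM citrate/phosphate pH 5.0, 0.01% Tween-20; 37 C, 40 min; Amplex Red detection 45 min RT; Hill fit → AC50.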
Active calls of the source: *; ? = inconclusive; [ ] = remark or other dose. Calls come from the whole dose curve; as a rule, active = well fitted curve in the direction sought with a large enough effect; inconclusive = small, poorly fitted or top-dose-only effect, or another doubt; inactive = no such curve, though single readings can be large; an effect the other way counts as inactive or inconclusive. Unless noted, % is set by controls: 0 for no effect and ±100 for the full control effect; potency is the fitted concentration of half-maximal effect. A portion of the library (hit frequency here may not be typical).

L3MBTL1 inh | GAA glycogen mod | molecule
5%[2.29 µM] | -24%[76.3 µM] | CCOC(=O)c1c(-c2ccccc2)oc2ccc(OCC(=O)NN)cc12
2% | 0%[76.3 µM] | Cc1ccc(C(=O)Cn2c(C(=O)O)cc3ccccc32)cc1
0% | 8%[76.3 µM] | CCOc1ccccc1NC(=O)CN1C(=O)COc2ccccc21
-5% | -2%[76.3 µM] | N#Cc1ccc2[nH]c(CO)c(-c3ccccc3)c2c1
-2% | 5%[76.3 µM] | CC(=O)Nc1ccc(OCc2ccc3c(c2)OCO3)cc1
-3% | -4%[76.3 µM] | COc1ccc(CCc2nnc(NS(C)(=O)=O)s2)cc1
-6% | -14%[76.3 µM] | COc1cccc(N(CC(=O)NCCSCc2ccc(C)cc2)S(C)(=O)=O)c1
-3% | 0%[76.3 µM] | CC(CC(=O)Nc1ccc2c(c1)OCO2)c1ccccc1 (stereo unspecified)
-2% | 5%[76.3 µM] | C=C(C)C1CC=C(CN2CCN(Cc3ccccc3)CC2)CC1 (stereo unspecified)
-6% | -6%[76.3 µM] | Cc1cccc(NC(=O)c2ccc3nc(N4CCOCC4)sc3c2)c1C

Next part:
L3MBTL1 inh | GAA glycogen mod | molecule
-4% | 9%[76.3 µM] | COc1ccc(NS(=O)(=O)c2ccc3[nH]c(=O)[nH]c3c2)cc1
-2% | -12%[76.3 µM] | Cc1c(C(=O)Nc2cccc([N+](=O)[O-])c2)cnn1-c1ccccc1
7%[2.29 µM] | 19%[76.3 µM] | O=C(CNS(=O)(=O)c1ccc(F)c(Cl)c1)NCCc1ccccc1
2% | 19%[76.3 µM] | O=S1(=O)CCOCCCN1Cc1ccccc1Br
-7% | -10%[76.3 µM] | CCCC(=O)NC(c1ccccc1)c1c(O)ccc2ccccc12 (stereo unspecified)
-2% | 11%[76.3 µM] | COc1ccc(OC)c(Nc2nc(NCCO)c3ccccc3n2)c1
8% | -14%[76.3 µM] | Cc1cccc(NC(=O)CCN2CCC(C)CC2)c1
1% | -3%[76.3 µM] | CCc1nc(N2CCN(C(C)=O)CC2)c2c3c(sc2n1)CC(C(C)(C)C)CC3 (stereo unspecified)
-3% | -7%[76.3 µM] | CCCn1c(=O)c(C(=O)NCc2ccccc2OC)c(O)c2ccccc21
-1% | 0%[76.3 µM] | COc1cc(OC)c(C(=O)NCc2ccco2)cc1OC

Next part:
L3MBTL1 inh | GAA glycogen mod | molecule
-3% | -3%[76.3 µM] | Cc1ccccc1NC(=O)Cc1c[nH]c2ccccc12
9% | 0%[76.3 µM] | O=C(c1ccccc1)n1c(=O)c(F)cn(COCCBr)c1=O
-5%[2.29 µM] | -13%[76.3 µM] | CCc1ccc(C(=O)Nc2ccc3c(c2)n(C)c(=O)n3C)cc1
-1% | -6%[76.3 µM] | O=C(COc1cccc(C(F)(F)F)c1)Nc1ccc2[nH]ncc2c1
3% | 0%[76.3 µM] | Cc1ccc(Cl)c(N/C=C/C(=O)c2ccccc2)c1
-2% | 12%[76.3 µM] | O=C(Nc1cccc([N+](=O)[O-])c1)C1C2CCCCC21 (stereo unspecified)
6% | 2%[76.3 µM] | O=C(Cc1ccc(Cl)cc1)N1CCOCC1
-7% | -1%[76.3 µM] | COC(=O)c1ccc(N/C=C/C(=O)c2ccccc2)cc1
-8% | 2%[76.3 µM] | CCN=C1S/C(=C\c2cc(Br)c(O)c(OC)c2)C(=O)N1CC
9% | 1%[76.3 µM] | Cc1csc(NC(=O)Cc2ccc(F)cc2)n1

Next part
L3MBTL1 inh | GAA glycogen mod | molecule
2% | -3%[76.3 µM] | O=C(NC1CC2CCC(C1)N2Cc1ccccc1)c1cccc(F)c1 (stereo unspecified)
11% | 16%[76.3 µM] | CC(C(=O)N1CCN(Cc2ccccc2)CC1)n1ncn2cccc2c1=O (stereo unspecified)
-4% | 16%[76.3 µM] | CC#CC(=O)N1CCC(CCC(=O)N(C)Cc2ccccc2)CC1
3% | -7%[0.611 µM] | CCCCS(=O)(=O)N1CCCC(C(=O)Oc2ccccc2)C1 (stereo unspecified)
-4% | -7%[76.3 µM] | COc1cc(C(=S)N2CCOCC2)cc(OC)c1OC(=O)c1cccc(C)c1
-3% | 19%[76.3 µM] | CNC(=O)C1CCN(S(=O)(=O)c2c(C)noc2/C=C/c2ccc(C)cc2)CC1
-5% | -4%[76.3 µM] | COc1ccc(N(C)C(=O)c2cc3c(s2)-c2ccccc2OC3)c(OC)c1
-1% | 5%[76.3 µM] | CCC(C)N1CCN(C(=O)c2cc(OC)cc(OC)c2)CC1 (stereo unspecified)
3% | -4%[76.3 µM] | Cc1cc(=O)[nH]c(Nc2cccc(F)c2)n1
1% | -6%[76.3 µM] | COc1ccc([C@@H]2[C@@H]3C(=O)N(C(C)(C)C)C(=O)[C@@H]3[C@]3(Cc4ccc(Cl)cc4)C(=O)N(c4ccc(Br)cc4)C(=O)N23)cc1

(continued)
L3MBTL1 inh | GAA glycogen mod | molecule
4% | 25%[76.3 µM] | COc1ccccc1-n1c(SCC(=O)Nc2cccc(C(=O)O)c2)nnc1-c1ccccc1C
4% | -11%[76.3 µM] | CCOc1ccccc1N1C(=O)CC(Sc2nccc(C)n2)C1=O (stereo unspecified)
38%[activator] | 16%[76.3 µM] | Cc1cc(C)c(S(=O)(=O)N2CCc3ccccc32)c(C)c1
-3% | 3%[76.3 µM] | CC(=O)c1ccc(S(=O)(=O)N2CCCC(N(C)CCc3ccccc3)C2)cc1 (stereo unspecified)
0% | 0%[76.3 µM] | OC(COc1ccccc1F)CN1CCC(Cc2ccccc2)CC1 (stereo unspecified)
-7% | -4%[76.3 µM] | CCCC(=O)Nc1nnc(/C=C/c2ccccc2)s1
-5% | 1%[76.3 µM] | CN1CCN(CCCOc2ccc(-c3ccccc3)cc2)CC1
-2% | -2%[76.3 µM] | COc1ccccc1N1CCN(/N=C/c2ccccc2C(=O)O)CC1
-2% | 0%[76.3 µM] | CCOC(=O)CN1C(=O)S/C(=C/c2ccco2)C1=O
6% | -11%[76.3 µM] | CCC(=O)NC1CC2CCCC(C1)N2Cc1ccc(C)cc1 (stereo unspecified)

Next part:
L3MBTL1 inh | GAA glycogen mod | molecule
-11% | 6%[76.3 µM] | O=C(Nc1nnc(Cc2ccccc2)s1)C1CCC1
1% | 0%[76.3 µM] | Cc1c(NC(=O)N(C)c2ccccc2)c(=O)n(-c2ccccc2)n1C
0% | -1%[76.3 µM] | Cc1c(NC(=O)c2ccccc2NC(=O)c2ccccc2)cccc1C(=O)O
6% | -2%[76.3 µM] | O=Cc1cn(-c2ccccc2)nc1-c1ccccc1
-2% | -2%[76.3 µM] | CCn1c(=O)c(C(=O)Nc2ccc(C)cc2C)c(O)c2ccccc21
3% | -6%[76.3 µM] | CCCCC(=O)NC(c1ccccc1Cl)c1ccc2cccnc2c1O (stereo unspecified)
3% | 12%[76.3 µM] | O=C(Nc1ccc(S(=O)(=O)Nc2cnc3ccccc3n2)cc1)c1ccc(Cl)c([N+](=O)[O-])c1
3% | -9%[76.3 µM] | Cc1ccc(N(C)S(=O)(=O)c2cc3c(cc2C)NC(=O)CO3)cc1
1% | -20%[76.3 µM] | CCc1cc(=O)oc2c(C)c(OCC(=O)NCC3CCC(C(=O)O)CC3)ccc12 (stereo unspecified)
0%[2.29 µM] | 13%[76.3 µM] | COc1ccc(OCC(=O)N2CCc3ccccc3C2)cc1

Other records follow:
L3MBTL1 inh | GAA glycogen mod | molecule
-1% | ? | O=C(Nc1ccc(O)cc1)c1ccccc1OCc1ccccc1
3% | 6%[76.3 µM] | CCCn1c(SCCN2CCOCC2)nc2c1c(=O)n(C)c(=O)n2C
4% | -3%[76.3 µM] | CCOc1ccc(/C(O)=C2/C(=O)C(=O)N(CCCN3CCOCC3)C2c2ccc(C)cc2)cc1C (stereo unspecified)
3% | -9%[76.3 µM] | CCc1cc2c(-c3ccccc3)cc(=O)oc2cc1OC(C)C(=O)O (stereo unspecified)
7% | 7%[76.3 µM] | CCS(=O)(=O)N1CCC(C(=O)Nc2ccccc2OC)CC1
5% | 0%[76.3 µM] | O=C(NCCCCCCNC(=O)c1ccncc1)c1ccncc1
2% | -9%[76.3 µM] | CCc1cccc2c1NC(=O)C2(O)N1CCCC(C)C1 (stereo unspecified)
-1%[2.29 µM] | 14%[76.3 µM] | COc1ccccc1NC(=O)CSc1nnnn1-c1ccccc1F
9% | -16%[76.3 µM] | CCOC(=O)c1c(NC(=O)Cc2ccccc2)sc2c1CCN(CC)C2
3% | 21%[76.3 µM] | Cc1ccc(-c2nc(-c3ccncc3)no2)c(Cl)c1

Next section
L3MBTL1 inh | GAA glycogen mod | molecule
4% | -2%[76.3 µM] | CC(C)c1ccc(C(=O)Nc2cccnc2)cc1
-3% | 14%[76.3 µM] | O[C@@H]1CN(Cc2ccccc2Cl)CC[C@H]1N1CCOCC1
7%[2.29 µM] | -7%[76.3 µM] | CC(C(=O)N1CCN(c2ccccc2F)CC1)c1ccc([N+](=O)[O-])cc1 (stereo unspecified)
5% | 0%[76.3 µM] | CCOc1ccc(S(=O)(=O)N(CC)CC(=O)N2CCCC2)cc1
1% | -1%[76.3 µM] | CCCN1CCN(CC(=O)Nc2nnc(CC)s2)CC1
-11% | -5%[76.3 µM] | CCC(C(=O)Nc1cc(OC)c(NC(=O)c2ccccc2)cc1OC)c1ccccc1 (stereo unspecified)
0% | 2%[76.3 µM] | O=C(Cc1cccc(F)c1)N1CCCC(CO)(Cc2ccc(F)cc2F)C1 (stereo unspecified)
-4% | -6%[76.3 µM] | CC(=O)c1cccc(CN(C)CC2CCCN(CCc3ccccc3C)C2)c1 (stereo unspecified)
1% | 14%[76.3 µM] | CC(=O)N(Cc1cc2cc(C)ccc2[nH]c1=O)c1cccc(C)c1C
-2% | -1%[76.3 µM] | COc1cc(OC)c(C(=O)NCc2ccc3c(c2)OCO3)cc1OC

Next part
L3MBTL1 inh | GAA glycogen mod | molecule
3% | 0%[76.3 µM] | CCN(C/C=C/c1ccccc1OC)Cc1ccccc1
0% | -3%[76.3 µM] | O=C(NC1CCCCCCC1)c1cc([N+](=O)[O-])ccc1Cl
-6%[2.29 µM] | 2%[76.3 µM] | O=C(c1ccc(-c2ccccc2)cc1)N1CCN(c2ccccc2F)CC1
6% | 8%[76.3 µM] | CCc1ccc(S(=O)(=O)Nc2ccc(Cl)cn2)cc1
3% | -13%[76.3 µM] | C#Cc1cccc(NC(=O)Cc2cccs2)c1
2% | 3%[76.3 µM] | CCOc1ccc(-n2c(C)c(C(C)=O)c3cc(OC(C)=O)ccc32)cc1
47%[activator] | 3%[76.3 µM] | O=C1C(Cl)=C(N2CCCCCC2)C(=O)N1c1ccc(Cl)cc1
-1% | 14%[76.3 µM] | COc1ccc(CC(=O)Nc2ccc3c(c2)C(=O)N(CCC(=O)O)C3=O)cc1
4% | -2%[76.3 µM] | CCn1c(CNC(=O)c2ccccc2F)cc2cc(C)ccc21
-3% | -10%[76.3 µM] | COc1ccccc1N1C(=O)CC(N2CCN(c3ccc([N+](=O)[O-])cc3)CC2)C1=O (stereo unspecified)

New compounds follow
L3MBTL1 inh | GAA glycogen mod | molecule
-2% | -11%[76.3 µM] | CCOc1cc(CNCc2ccc3c(c2)OCO3)ccc1OC
4% | 0%[76.3 µM] | COc1ccc(S(=O)(=O)NC2CC3CCC2C3)cc1Br (stereo unspecified)
-14% | 15%[76.3 µM] | O=C(O)c1ccc(N=Cc2c(O)ccc3ccccc23)cc1
? | 9%[76.3 µM] | CCc1nn2c(NCCCO)cc(C)nc2c1-c1ccc(F)cc1
0% | -5%[76.3 µM] | CCn1c(=O)cc(N2CCN(Cc3ccccc3)CC2)[nH]c1=O
8% | 2%[76.3 µM] | CC(=O)Nc1ccc(S(=O)(=O)NCCNS(=O)(=O)c2ccc(NC(C)=O)cc2)cc1
-1% | 5%[76.3 µM] | CC1CCC(=O)N(CCOc2ccccc2)CC1 (stereo unspecified)
2% | 3%[76.3 µM] | C#CCN(C(=O)c1ccc(OC2CCN(C(=O)CCOC)CC2)cc1)C1CCCCC1
0%[2.29 µM] | -5%[76.3 µM] | COc1ccc(Cl)cc1NC(=O)CN1CCN(Cc2ccccc2)CC1
-5% | 10%[76.3 µM] | O=C(NCc1cccc(Cl)c1)C1CCN(c2nnc(N3CCCC3=O)s2)CC1
